High-throughput results (PubChem)
RMI-FANCM inh = disruptors of RMI1/RMI2 association with MM2 peptide – biochemical, fluorescence polarization, human, primary screen; RMI core complex with F-MM2 peptide; stronger effect = lower value; FP signal (polarization) at 33 µM; hit rate 0.58% among 70,000; AID 1159607, 2016; in the data active means FP signal below about 40; further: inactives centre near 61; strong numbers were not always called active; unit not given here
An asterisk follows results filed as active; & = joins results of further samples. Some of the compounds tested, so the mix of outcomes need not match the whole.

SMILES | RMI-FANCM inh
S=C(c1ccc(-c2ccc(Br)cc2)o1)N1CCN(Cc2ccccc2)CC1 | 73
CCN(CC)CCN(C(=O)c1ccn(C)n1)c1nc2c(F)cccc2s1 | 82
Cn1ccc(C(=O)Nc2nc3c(Cl)ccc(Cl)c3s2)n1 | 52
Cc1cc(OC(=O)c2cccc([N+](=O)[O-])c2C)c([N+](=O)[O-])c(=O)[nH]1 | 57
C=CCNC(=O)C(=O)Nc1ccc(N2CCCS2(=O)=O)cc1 | 65
O=c1ccc(-c2cccs2)nn1CCCNS(=O)(=O)c1ccc(Cl)c(Cl)c1 | 74
O=C(CN1CCC(C(=O)NCc2cccs2)CC1)Nc1ccc(F)cc1 | 54
Cc1nc2ccccc2c(=O)[nH]1 | 57
O=C(O)c1ccc(N=Cc2ccccc2O)cc1 | 64
C=CCc1ccc(Cc2ccc([N+](=O)[O-])cc2)c(OC)c1 | 65
CN(C)C(=S)NCc1cccs1 | 56
Cc1cc(C(=O)N(Cc2ccco2)c2nc3c(F)cc(F)cc3s2)no1 | 59
CC(=O)Nc1ccc(/C=N\NC(=O)c2ccc(C(C)(C)C)cc2)cc1 | 58
CSc1cccc(NC(=O)CCC(=O)O)c1 | 58
COc1ccc2nc(-c3ccc(OC)c(NC(=O)c4c(F)cccc4Cl)c3)cn2n1 | 126
CSc1ncc(-c2nnc(SCc3ccccc3)n2C)n1C | 59
CCC(=O)N1CCN=C1SCc1ccc(Br)cc1 | 60
COc1ccc2oc(-c3csc(NC(=O)c4cccc(OC)c4OC)n3)cc2c1 | 85
O=C(N=Nc1c(O)[nH]c2ccc(Br)cc12)c1ccncc1 | 66
Cc1cccc(C)c1-n1c(C2CC3CCC2O3)n[nH]c1=S (stereo not drawn) | 54
CC(=O)Nc1ccc(NC(=O)c2c(F)c(F)c(F)c(F)c2F)cc1 | 57
Cc1ccc(C)c(Cn2cnc3c(-c4cccc(Cl)c4)csc3c2=O)c1 | 66
COCCn1cc(NC(=O)NCCC2=CCCCC2)c2ccccc21 | 53
COc1ccc(NC(=O)CSc2nnc(-c3cccs3)n2-n2cccc2)cc1 | 54
COc1cc(Cl)c(S(=O)(=O)n2cnc3cc(C)c(C)cc32)cc1Cl | 63

Three compounds out of the list above, ordered by their value in RMI-FANCM inh, falling.
SMILES | RMI-FANCM inh
S=C(c1ccc(-c2ccc(Br)cc2)o1)N1CCN(Cc2ccccc2)CC1 | 73
Cc1nc2ccccc2c(=O)[nH]1 | 57
COc1ccc(NC(=O)CSc2nnc(-c3cccs3)n2-n2cccc2)cc1 | 54

(listing goes on)
SMILES | RMI-FANCM inh
O=C(OCc1nc2ccccc2s1)c1nc2ccccc2s1 | 62
COc1ccc(-c2ccc(SCc3ccccc3F)nn2)cc1OC | 61
O=C(NN1C(=O)CSC1=S)C(c1ccccc1)c1ccccc1 | 59
O=C(c1ccccc1)c1ccccc1C(=O)c1ccccc1 | 58
COc1cccc(NC(=O)c2cc(C)n(Cc3cccs3)c2C)c1 | 55
CCn1ccc(C(=O)N(Cc2ccccn2)c2nc3c(C)c(Cl)ccc3s2)n1 | 64
COc1ccccc1Oc1c(C)oc2cc(OCC(N)=O)ccc2c1=O | 65
CCOC(=O)c1c(NC(=O)c2cc(C)nn2C)sc2c1CCC2 | 65
CCOC(=O)c1nn(-c2ccc(F)cc2)c(=O)cc1OCC(=O)NC1CCCC1 | 52
O=c1c2nnc(-c3ccc(Cl)cc3)n2ccn1-c1ccc(F)cc1 | 63
CC(=O)c1cccc(NC(=O)C2CCCN(c3ccc(-c4ccccc4)nn3)C2)c1 (stereo not drawn) | 60
CCOc1cc(Nc2ccc(NS(=O)(=O)c3ccccc3F)cc2)nc(C)n1 | 53
COc1ccc(OC)c(-c2nnc(NC(=O)CCS(=O)(=O)c3ccc(Cl)cc3)o2)c1 | 74
COc1cc2c(cc1OC)[C@@H]1C(=O)c3ccc4c(c3O[C@@H]1CO2)CCC(C)(C)O4 | 53
CCn1ccc(C(=O)N2CCN(c3nc4c(C)cccc4s3)CC2)n1 | 62
COc1cc(NC(=O)CSc2ccc(-c3cccs3)nn2)cc(OC)c1 | 64
CC(C)Sc1ccc(NC(=O)C2CC2)nn1 | 67
CCCCN(C(=O)C(=O)c1c[nH]c2ccccc12)c1ccccc1 | 61
CS(=O)(=O)/C(C#N)=C/c1c(-c2ccccc2)nc2n1CCS2 | 63
COC(=O)c1cc(=O)n2c(c1C(=O)c1cccs1)SCC2 | 53
CNc1ccc(Cl)cc1C(N)=O | 52
c1ccc(P(=Nc2ncn[nH]2)(c2ccccc2)c2ccccc2)cc1 | 64
c1cc2cccc3c4cccc5cccc(c(c1)c23)c54 | -42
Cc1cccn2cc(CCNS(=O)(=O)c3ccc(F)cc3)nc12 | 59
O=C(CC1CCCCN1S(=O)(=O)c1cccs1)Nc1ccc(F)cc1 (stereo not drawn) | 68
O=C(NC(=O)c1ccccc1)Nc1ccc(SC(F)(F)F)cc1 | 66
COc1ccc(-n2c(C)nc3ccc(NC(=O)c4ccc(F)c(F)c4)cc3c2=O)cc1 | 112
COc1ccc(CNC(=O)C(=O)NCC(c2ccsc2)N2CCc3ccccc3C2)cc1 (stereo not drawn) | 65
CC(=O)Nc1ccc(Oc2c(F)c(F)c(Oc3ccc(NC(C)=O)cc3)c(F)c2F)cc1 | 55
N#CCCSc1ccccc1NC(=O)/C=C\c1cccc([N+](=O)[O-])c1 | 57
C=CCn1c(-c2ccccc2)c(NC(=O)c2ccccc2)sc1=Nc1cccc(C(F)(F)F)c1 | 54
CCc1cccc(OCC(O)Cn2c(-n3nc(C)cc3C)nc3c2c(=O)n(C)c(=O)n3C)c1 (stereo not drawn) | 66
O=C1C=CC(=O)N1c1ccccc1N1CCCCCC1 | 47
O=C(CN1CCN(c2ccc(C(F)(F)F)cn2)CC1)c1cc2ccccc2o1 | 43
Cc1ccccc1NC(=S)NC1(C)CCS(=O)(=O)C1 (stereo not drawn) | 60
O=c1nc(NCCO)ccn1-c1nc(-c2ccccc2)oc1-c1ccccc1 | 55
CC(C)(C)C(=O)CSc1nc2ccccc2c(=O)n1CC1CC1 | 52
CCOC(=O)Cc1csc(NC(=O)C2CCN(c3ccc(-c4ccco4)nn3)CC2)n1 | 61
Cc1cccc(/C(N=C([S-])Nc2ccc(Cl)c(Cl)c2)=N\[N+](C)(C)C)c1 | 66
Cc1csc2nc(-c3cccc(NC(=O)c4cccc5ccccc45)c3)cn12 | 84
COc1ccc(CNC(=O)CSc2n[nH]c(=O)c3cc(-c4ccc(F)cc4)nn23)cc1 | 109
NC(=O)C1Cc2ccccc2N1 (stereo not drawn) | 66
CC(/C=C/c1ccccc1)=N/OC(=O)c1cccs1 | 57
O=S(=O)(NCCOc1ccc2c(c1)OCO2)c1ccc(Cl)s1 | 61
CN(C)CCOC(=O)COc1ccc(Cl)cc1 | 58&58&59
Cc1cccc(C(C)C)c1NC(=O)/C=C/c1cccc([N+](=O)[O-])c1 | 67
CNc1oc(-c2ccccc2)nc1C#N | 64
COc1ccc2nc(-c3cccc(NS(=O)(=O)c4ccc(OC)c(F)c4)c3)cn2n1 | 72
O=C(c1ccc(F)c(F)c1)N1CCN(c2ccc(-c3ccco3)nn2)CC1 | 54
Cc1coc(C)c1C(=O)/C=C/c1ccc(Cl)cc1Cl | 66

Entries shown so far that contain a cyano group:
SMILES | RMI-FANCM inh
CS(=O)(=O)/C(C#N)=C/c1c(-c2ccccc2)nc2n1CCS2 | 63
N#CCCSc1ccccc1NC(=O)/C=C\c1cccc([N+](=O)[O-])c1 | 57
CNc1oc(-c2ccccc2)nc1C#N | 64

Other structures follow:
SMILES | RMI-FANCM inh
CSc1nn2c(=O)c(Cc3ccccc3)nnc2s1 | 55
CSc1nc2ccc(NC(=O)CN3C(=O)CCC3=O)cc2s1 | 61
Cc1nc(NCc2ccc3c(c2)OCO3)c2c3c(sc2n1)CCCC3 | 74
COC(=O)C(=NNc1ccc2c(c1)OCCO2)C(=O)OC | 72
C=CCn1c(=NC(=O)c2nc3ccccc3s2)sc2cccc(OC)c21 | 56
CCc1cccc2sc(NC(=O)C3CCCCN3S(C)(=O)=O)nc12 (stereo not drawn) | 64
COc1ccc(N2CC(CNC(=O)c3cccs3)OC2=O)cc1 (stereo not drawn) | 65
Cc1noc(C)c1NC(=O)Nc1ccc(N(C)C)cc1 | 53
CC(=O)c1cccc(NC(=O)CSc2nnc3cc(C)c4ccccc4n23)c1 | 62
NC(=O)C[n+]1ccc2ccccc2c1 | 12*
O=C(Cn1nc(-c2ccco2)c2sc(N3CCCCC3)nc2c1=O)NCc1ccc2c(c1)OCO2 | 92
C/C=C(\C)C(=O)OC1[C@@H]2C=C3C4CC(=O)O[C@@H](c5ccoc5)[C@]4(C)CCC3[C@@](C)(C2=O)[C@@H](C(O)C(=O)OC)C1(C)C (stereo partly drawn) | 55
O=C(Cn1nc(-c2ccco2)ccc1=O)NCc1ccco1 | 53
CN(C)CCN(C(=O)c1ccc2ccccc2c1)c1nc2ccc(F)cc2s1 | 84
COC(=O)[C@@H](NC(=O)c1cc(C)on1)C(C)C | 56
CSC(=NC(C)C)NC#N | 60
O=C1c2cccc3cccc(c23)C(=O)N1CCc1ccc(S(=O)(=O)NCCc2ccccc2)cc1 | 49
Cn1c(=O)c2c(SCC(=O)Nc3nc4ccccc4s3)ccnc2n(C)c1=O | 55
Cn1c(=O)[nH]c(=O)c2c1nc1n2CCCN1c1ccc(S(N)(=O)=O)cc1 | 59
Cc1ccc(-c2ccc(=O)n(CCCNS(=O)(=O)c3ccc(F)cc3F)n2)cc1 | 67
NC(=O)CCSCCC(N)=O | 48
Cc1cc(SCC(=O)N2CC(C)OC(C)C2)ncn1 (stereo not drawn) | 61
Cc1ccc2[nH]c(=O)c(C=O)cc2c1 | 58
CCOc1c(C)cc(S(=O)(=O)Nc2ccc3c(c2)CC(=O)N3)cc1C | 66
O=C(O)c1nc2cc(Cl)c(Cl)cc2[nH]c1=O | 57

Random excerpt: four compounds from above
SMILES | RMI-FANCM inh
Cc1ccc(-c2ccc(=O)n(CCCNS(=O)(=O)c3ccc(F)cc3F)n2)cc1 | 67
CSc1nn2c(=O)c(Cc3ccccc3)nnc2s1 | 55
Cn1c(=O)[nH]c(=O)c2c1nc1n2CCCN1c1ccc(S(N)(=O)=O)cc1 | 59
COC(=O)[C@@H](NC(=O)c1cc(C)on1)C(C)C | 56

The list goes on:
SMILES | RMI-FANCM inh
COC(=O)c1ccc(NC(=O)Cn2cc(-c3nnc(-c4ccco4)o3)c3ccccc32)cc1 | 125
Cc1ncc(Cl)c(N)c1Cl | 54
CCCCN1CCC(n2c(=O)[nH]c3ccccc32)CC1 | 59
CC1CCc2c(sc3nc(SCC(=O)Nc4ccc(Cl)cc4)n(-c4ccccc4)c(=O)c23)C1 (stereo not drawn) | 69
CSc1ccccc1NC(=O)Cc1csc(NC(=O)c2ccccc2)n1 | 55
O=C(Nc1nnc(C2CCCO2)o1)c1cc2ccccc2o1 (stereo not drawn) | 55
CN(C)c1ccc(/C=C2\SC(=NCC(=O)O)NC2=O)cc1 | 272
O=C(NCCn1ncc2c(=O)n(Cc3ccc(Br)cc3)cnc21)c1ccc(Br)o1 | 68
CCn1nc(C(=O)N=c2sc3cccc(Cl)c3n2C)cc1C | 63
Cc1cc(C)c(NC(=O)CN2C(=O)CCC2=O)c(C)c1 | 50
O=C(NC(=S)Nc1ccc(O)c(-c2nc3ccccc3s2)c1)c1ccc(C(=O)c2ccccc2)cc1 | 60
Cc1c(Cl)cccc1NC(=O)Cn1nc(-c2ccco2)c2sc(N3CCCCC3)nc2c1=O | 71
N#CCCN(C(=S)Nc1cccc(C(F)(F)F)c1)C1CCCCC1 | 56
COc1cc2c(cc1OC)C(COc1ccc([N+](=O)[O-])cc1)N(C(=S)Nc1ccccc1C)CC2 (stereo not drawn) | 60
Clc1ccccc1-c1nnc(Cc2cc(Br)sc2Br)o1 | 59
O=C(Nc1ccccc1F)c1ccc(CNS(=O)(=O)c2cccc(C(F)(F)F)c2)cc1 | 82
CC(C)C(=O)NNC(=O)c1ccc(=O)n(Cc2ccccc2)c1 | 60
CCOC(=O)C(N)CCCCN (stereo not drawn) | 61
O=C(CC12CC3CC(C1)CC(c1ccccc1)(C3)C2)NC1=NCCS1 | 53
CS(=O)(=O)N1CCC(C(=O)Nc2ccccc2Oc2ccccc2)CC1 | 66
CC(C)(C)c1cc(C(C)(C)C)n(-c2ccc(N=Cc3ccccc3O)cc2)n1 | 59
CC(=O)c1ccc(NC(=O)Cn2nnc3ccccc32)cc1 | 61
Cc1cc(NC(=O)c2ccc(S(=O)(=O)N3CCCC3)cc2)n(-c2nc(C)c(C)c(=O)[nH]2)n1 | 55
O=c1c2scc(-c3cccc(F)c3)c2ncn1Cc1ccccn1 | 60
Cc1cc(NC(=O)CSCc2ccccc2)n(-c2nc(-c3ccccc3)cs2)n1 | 73
COc1ccc(S(=O)(=O)NCC2CCN(Cc3ccccc3)CC2)c(C)c1 | 73
CCOC(=O)Cc1csc(NC(=O)CSc2nc(C)nc3sc4c(c23)CCC4)n1 | 73
COc1ccc2nc(-c3ccc(C)c(NC(=O)COc4ccccc4)c3)cn2n1 | 71
CCOC(=O)N1CCN(C(=O)CSc2nc(=O)[nH]c3c2CCCC3)CC1 | 54
CCCn1c(=NC(=O)c2ccc(S(=O)(=O)N3CC(C)OC(C)C3)cc2)sc2cc(OC)ccc21 (stereo not drawn) | 64
OC(COc1cccc(Oc2ccccc2)c1)CN1CCN(c2ccc(F)cc2)CC1 (stereo not drawn) | 68
O=C(Cc1ccc2c(c1)OCO2)N(Cc1ccccc1)c1nc2ccc(Cl)cc2s1 | 71
Cc1cnc(NC(=O)C2=C(O)c3ccccc3S(=O)(=O)N2C)s1 | 51&58&61&62
O=C(COc1cccc(C(F)(F)F)c1)NCCn1nc(-c2cccnc2)ccc1=O | 66
O=S(=O)(c1ccc(Cl)c(Cl)c1)c1ccc(Cl)c(Cl)c1 | 58
CCN1C(=O)C(C)(C)COc2ccc(NC(=O)c3ccc(Br)cc3)cc21 | 72
O=C(CSc1ccc2ccccc2n1)N1CCOCC1 | 73
